Screening results: PubChem BioAssay, several laboratories
V-ATPase pHluor = alters yeast V-ATPase proton transport; 0.37% of 350,000 active; response, % at 10 µM; S. cerevisiae, pHLuorin cytosolic pH fluorescence; in the data active = response mostly above about 7.3%, no sharp cut-off; inactive = mostly below about 5.4%; also: actives read high; inactives centre near 0; some compounds called inactive have numbers as strong as hits; reference of the scale not given here
RTF Ca sens act = cardiac RTF calcium sensitization; AID 493008; activation, % at 7.2 µM; IANBD-labeled TnC RTF fluorescence at EC20 calcium; 0% EC20 calcium, 100% full calcium; 0.24% of 340,000 active;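 active = activation above the mean over all tested compounds plus 3 SD, cut at about 30% in these data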;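 also: rise in fluorescence read as greater calcium sensitivity of cardiac thin filaments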
MOR-DOR ag = OPRM1-OPRD1 heterodimerization agonism. cells, luminescence. activation, % at 9.3 µM. 0.3% of 340,000 active. AID 504326; in the data active = activation above about 18%;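 also: 0% = vehicle-treated cells and 100% = reference agonist; values of inactives mirror those of a sister screen read the other way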
Wnt bcat act = activators of Wnt/beta-catenin signaling; Wnt/beta-catenin reporter cell assay, activator, plate reader; activation, % at 9.35 µM; 1.2% of 300,000 active; AID 743398; in the data active = activation above about 30%, passing the limit was not always enough;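 also: 0% = neutral control wells and 100% = positive control wells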
Arrestin-AP2 inh = inhibitors of human beta-arrestin and AP2 interaction. FITC-arrestin peptide / GST-AP2 beads, flow cytometry; AP2 beta2 appendage carries R879A mutation. inhibition, % at 10 µM. 0.31% of 340,000 active. AID 504490;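 active = inhibition above a set limit, near 3 SD of compounds lacking own fluorescence, cut at about 54% in these data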;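 also: plate controls were DMSO wells for no effect and 5 µM unlabelled arrestin peptide for full effect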
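System: GST-tagged AP2 beta2-adaptin appendage (R879A) on 4 µm glutathione beads / Reagent: FITC-arrestin peptide, 50 nM / Detection: HyperCyt-sampled flow cytometry, FL1 channel, ex 488/em 535 nm / Timing: 12 min plus 1 h, RT / Buffer or medium: PBS plus Tween 20 (0.05%) and BSA (0.1%)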
C-LANA FP = inhibitors of KSHV LANA C-terminal domain DNA binding; 0.078% of 340,000 active; AID 504423; inhibition, % at 9 µM; MBP-C-LANA/FAM-LBS DNA binding, fluorescence polarization;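 active = highest replicate inhibition at or above 60% at 9 µM, even if other replicates fall short; inactive = all replicates below 60% inhibition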;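 also: 0% = neutral control wells and 100% = 4 µM acridine orange control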
RTF Ca sens inh = cardiac RTF calcium desensitization; P19429+P45379; IANBD-labeled cardiac RTF, Ca2+ fluorescence; inhibition, % at 7.15 µM; 0.12% of 340,000 active; AID 493244;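 active = inhibition above the mean inhibition of all tested compounds plus 3 SD, cut at about 17% in these data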;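 also: assay run at fixed EC70 calcium of 1.6 mM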
Keap1 Nrf2 FP = disrupts human Keap1 binding to Nrf2 peptide | Q14145 | Keap1 Kelch-Nrf2 peptide fluorescence polarization, 1536-well | inhibition, % at 9.4 µM | 0.15% of 340,000 active | AID 504523; in the data active = inhibition above about 12%;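 also: human Keap1 Kelch domain with fluorescein labeled Nrf2 9mer peptide probe; 0% = neutral control wells and 100% = peptide positive control; higher means more block of Keap1 binding to Nrf2 peptide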
MOR-DOR inv ag = inverse agonist of human OPRM1-OPRD1 heterodimerization. P35372+P41143. cell-based MOR-DOR heterodimer luminescence, inverse agonism. inhibition, % at 9.3 µM. 0.21% of 340,000 active. AID 504357; in the data active = inhibition above about 22%, passing the limit was not always enough;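 also: 0% = cells with DMSO and 100% = wells without cells with DMSO; values of inactives mirror those of a sister screen read the other way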
DSG3 Ab inh = human desmoglein-3 autoantibody binding inhibition. P32926. DSG3-coupled beads, scFv-anti-DSG3-GFP binding, flow cytometry; stronger effect = lower value. AID 588358. binding (percent of control), % at 10 µM. 0.48% of 310,000 active;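 active = binding more than 3 SD below its plate's average and above zero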;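 also: hits lower antibody fragment binding to DSG3; some compounds called inactive have numbers as strong as hits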
Target sequence (P32926 whole entry, looked up, the tested form may be a part): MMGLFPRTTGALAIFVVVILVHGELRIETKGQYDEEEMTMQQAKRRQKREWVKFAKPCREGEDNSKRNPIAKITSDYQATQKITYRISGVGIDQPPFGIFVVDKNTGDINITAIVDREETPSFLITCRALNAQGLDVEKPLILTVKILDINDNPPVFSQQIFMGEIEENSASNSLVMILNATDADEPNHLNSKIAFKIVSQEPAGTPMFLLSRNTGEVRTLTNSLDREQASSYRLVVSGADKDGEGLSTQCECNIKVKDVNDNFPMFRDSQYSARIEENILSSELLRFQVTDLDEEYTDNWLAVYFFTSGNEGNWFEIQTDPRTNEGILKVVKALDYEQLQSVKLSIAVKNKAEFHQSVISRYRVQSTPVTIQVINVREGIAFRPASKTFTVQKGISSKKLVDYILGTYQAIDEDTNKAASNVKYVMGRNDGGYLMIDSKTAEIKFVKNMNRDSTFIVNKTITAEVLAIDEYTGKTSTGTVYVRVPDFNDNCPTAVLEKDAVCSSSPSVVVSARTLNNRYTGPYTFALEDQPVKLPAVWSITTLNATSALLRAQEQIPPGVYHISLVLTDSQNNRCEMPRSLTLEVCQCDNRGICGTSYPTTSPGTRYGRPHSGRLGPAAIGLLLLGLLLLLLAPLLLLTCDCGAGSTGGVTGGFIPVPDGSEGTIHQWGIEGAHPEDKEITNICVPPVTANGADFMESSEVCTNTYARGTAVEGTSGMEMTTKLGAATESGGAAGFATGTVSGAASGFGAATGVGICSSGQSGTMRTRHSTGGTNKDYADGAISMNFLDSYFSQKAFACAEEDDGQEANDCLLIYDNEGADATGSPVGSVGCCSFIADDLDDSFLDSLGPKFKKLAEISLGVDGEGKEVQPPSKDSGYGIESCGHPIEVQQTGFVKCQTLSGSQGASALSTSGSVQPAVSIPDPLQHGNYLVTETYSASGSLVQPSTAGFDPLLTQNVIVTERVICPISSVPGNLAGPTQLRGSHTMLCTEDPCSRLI
* hit, by the source's call; . = no result given; & = joins results of further samples.

SMILES	V-ATPase pHluor	RTF Ca sens act	MOR-DOR ag	Wnt bcat act	Arrestin-AP2 inh	C-LANA FP	RTF Ca sens inh	Keap1 Nrf2 FP	MOR-DOR inv ag	DSG3 Ab inh
O=C(c1cccc(F)c1)N1CCC(c2nc3ccccc3s2)CC1	1	1	-0.1	-1	24	0.5	4	-3	0	98
CC(=O)c1ccc(NC(=S)Nc2ccc3cn[nH]c3c2)cc1	2	2	-2.1	2	-9	0.3	-1	-1	11	98
Cc1ccc(NC(=O)c2cc(C)no2)cc1	-2	8	-2.4	16	2	-1.8	-9	1	11	109
COc1ccc(C(=O)N/C(=C\c2ccc3c(c2)OCO3)C(=O)Nc2ccc(C(=O)O)cc2)cc1	1	9	-1.2	-1	22	0.1	-3	-6	6	103
NS(=O)(=O)c1ccc(CCNC(=O)COC(=O)C2CCCN2C(=O)c2cccs2)cc1 (centres undefined)	2	-5	-1.9	.	2	-1.4	-13	-4	12	.
O=C(COc1ccc2c(-c3ccccc3)cc(=O)oc2c1)NCC(O)c1ccccc1 (centres undefined)	2	1	-2.3	-2	9	1.7	-2	0	13	89
C=CCn1c(-c2ccc(Cl)cc2)ccc(C#N)c1=O	5	3	3.1	-9	-1	-0.4	-2	-1	-16	98
CCOc1ncccc1C(=O)OCC(=O)N1CCN(S(=O)(=O)c2ccccc2)CC1	4	-2	0.0	-3	-4	1.1	0	-3	0	.
CCOc1ccccc1NC(=O)COc1coc(CN2CCc3ccccc3C2)cc1=O	1	4	-0.2	-3	-9	1.8	0	-3	1	115
Cc1nn(Cc2ccccc2)c(Cl)c1C(=O)NC(C)(C)C	-1	3	-2.1	6	-6	0.4	-24	-4	11	90
CC1CCCN(C2=C(NS(=O)(=O)c3ccc(Cl)cc3)C(=O)c3ccccc3C2=O)C1 (centres undefined)	-2	2	8.8	-5	26	0.1	-1	-2	-63	98
O=C(CN1CCN(c2ncc(C(F)(F)F)cc2Cl)CC1)NC(=O)NCc1ccccc1	-3	2	2.4	-1	4	5.7	2	-2	-15	79
COC(=O)[C@@H](NC(=O)c1ccc2c(c1)S(=O)(=O)c1ccccc1C2=O)C(C)C	3	-7	0.8	0	14	1.2	-15	0	-4	117
COc1ccc(S(=O)(=O)N/N=C(/C)c2ccncc2)c(OC)c1	0	2	-1.1	2	38	0.5	0	1	7	105
Cc1cccc(NC(=O)c2c(C)nc3ccccn23)c1	0	7	1.5	26	-8	-1.4	-2	-5	-8	102
COC(=O)c1cc(OC)c(OC)cc1NC(=S)N1CCN(c2ccccc2)CC1	2	1	0.1	-3	-3	-1.0	-4	2	-1	84
Cc1c(C(=O)O)nn(-c2cccc(C(F)(F)F)c2)c(=O)c1C#N	-2	-2	0.2	0	4	1.9	-11	-3	-1	99
COc1cc(NC(=O)c2nccn2C)cc(C(=O)Nc2cccc(C(F)(F)F)c2)c1	1&5	0	-2.8	0&-12	23	0.9	-4	2	16	110&102
O=C(Nc1ccc(-n2cccn2)cc1)C1CCCCN1Cc1cccc2cccnc12 (centres undefined)	-1	-3	-0.6	-1	20	-0.3	-1	-4	3	95
CCSc1cc(N2CCOCC2)nc(-c2ccc(Cl)cc2)n1	2	-5	2.5	-1	0	-0.1	-5	6	-13	120
Cn1c(=O)c2c(SCc3cccnc3)nc(CC(C)(C)C)nc2n(C)c1=O	1	7	1.9	-4	-2	0.2	-2	-3	-11	90
CCCn1c(SCC(=O)Nc2cccc(C(=O)OCC)c2)nnc1-c1ccoc1C	-3	1	0.3	.	3	0.0	-19	4	-1	103
COc1cccc2c(=O)c3ccccc3oc12	7	7	-2.1	12	-5	-1.8	0	1	11	98
CCC(=O)NC(=S)Nc1ccccc1C(F)(F)F	3	-2	-0.3	.	0	-1.1	6	-6	1	95
CN(C(=O)c1ccco1)c1nnc(C23CC4CC(CC(C4)C2)C3)s1	-2	5	0.6	23	-3	-0.1	3	-3	-3	100

An excerpt of these results, with each value named:
COc1ccc(S(=O)(=O)N/N=C(/C)c2ccncc2)c(OC)c1
  V-ATPase pHluor: 0	RTF Ca sens act: 2	MOR-DOR ag: -1.1	Wnt bcat act: 2	Arrestin-AP2 inh: 38	C-LANA FP: 0.5	RTF Ca sens inh: 0	Keap1 Nrf2 FP: 1	MOR-DOR inv ag: 7	DSG3 Ab inh: 105

Cc1cccc(NC(=O)c2c(C)nc3ccccn23)c1
  V-ATPase pHluor: 0	RTF Ca sens act: 7	MOR-DOR ag: 1.5	Wnt bcat act: 26	Arrestin-AP2 inh: -8	C-LANA FP: -1.4	RTF Ca sens inh: -2	Keap1 Nrf2 FP: -5	MOR-DOR inv ag: -8	DSG3 Ab inh: 102

COC(=O)c1cc(OC)c(OC)cc1NC(=S)N1CCN(c2ccccc2)CC1
  V-ATPase pHluor: 2	RTF Ca sens act: 1	MOR-DOR ag: 0.1	Wnt bcat act: -3	Arrestin-AP2 inh: -3	C-LANA FP: -1.0	RTF Ca sens inh: -4	Keap1 Nrf2 FP: 2	MOR-DOR inv ag: -1	DSG3 Ab inh: 84

Cc1c(C(=O)O)nn(-c2cccc(C(F)(F)F)c2)c(=O)c1C#N
  V-ATPase pHluor: -2	RTF Ca sens act: -2	MOR-DOR ag: 0.2	Wnt bcat act: 0	Arrestin-AP2 inh: 4	C-LANA FP: 1.9	RTF Ca sens inh: -11	Keap1 Nrf2 FP: -3	MOR-DOR inv ag: -1	DSG3 Ab inh: 99

Going on with the list:
SMILES	V-ATPase pHluor	RTF Ca sens act	MOR-DOR ag	Wnt bcat act	Arrestin-AP2 inh	C-LANA FP	RTF Ca sens inh	Keap1 Nrf2 FP	MOR-DOR inv ag	DSG3 Ab inh
CCc1c(C)sc(NC(=O)OC)c1C(N)=O	.	2	-1.8	.	14	-2.8	-2	0	9	99
COC(=O)C1(C(=O)OC)NOC2C(=O)N(c3ccc(Cl)cc3Cl)C(=O)C21 (centres undefined)	0	-12	-1.9	-2	10	0.2	-1	-1	10	99
CSc1nc(C)cc(SCC(=O)Nc2ccc(Cl)cc2Cl)n1	0	6	5.4	-1	1	-0.4	3	1	-32	98
CC(C)(C)c1cc[n+](C2=C([O-])c3ccccc3C(=O)/C2=N\S(=O)(=O)c2cccs2)cc1	0	.	.	-5	3	.	.	.	.	113
CCCNC(=O)CSC1=N/C(=C/c2ccc(F)cc2)C(=O)N1CC	-1	-5	-1.7	-3	0	-0.3	0	-6	9	114
Cc1ccc(S(=O)(=O)N2CCN(C(=O)CNC(=O)c3sc4ccccc4c3Cl)CC2)cc1	-2	0	1.3	-3	5	-3.6	-2	2	-8	107
CC(=O)/C(N)=N/Nc1cccc(Cl)c1	5	-2	4.9	0	13	-1.5	10	-6	-25	109
COc1ccc(NC(=O)CCCSc2nc(-c3ccco3)cc(C(F)(F)F)n2)cc1OC	4	-9	-1.4	0	2	-0.9	-6	-1	8	102
COC(=O)C1CCN(C(=O)CCC2CCCCC2)CC1	0	4	-2.0	-1	-6	-1.7	-3	2	12	98
Cc1nn2c3ccccc3nc2c2ccccc12	-2	-1	-1.4	19	2	-1.0	1	-2	9	.
COc1ccc(CN(C(=O)CSc2nnc(-c3ccc(OC)c(OC)c3)o2)c2ccc(F)cc2)cc1	2	0	0.3	6	-4	-1.1	-1	-4	-2	100
Cc1ccccc1C(=O)NC1CCSC1=O (centres undefined)	2	-2	-3.0	-1	-4	1.0	-3	-4	15	108
CCOC(=O)c1c(C)nc2sc3c(=O)n(-c4ccc(C(C)=O)cc4)cnc3c2c1-c1ccc(Cl)cc1	-5	-2	-1.9	.	-2	1.6	-4	2	11	91
O=C(NC1CCCCC1)N1CCN(C(c2ccccc2)c2ccccc2)CC1	5	0	15	-7	6	-1.7	-7	5	-86	103
COc1ccc(NC(=O)CCNS(=O)(=O)c2ccccc2F)cc1S(=O)(=O)N1CCOCC1	-1	-12	-2.0	-1	6	-1.3	2	-1	10	97
CCc1ccc(CNC(=O)CCc2nc(-c3cccs3)no2)cc1	11*	0	-0.3	-2	14	-0.8	-9	-7	2	101
COc1ccc(Nc2nc(-c3ccc(OC)cc3)cs2)cc1	-3	0	0.5	0	-17	1.0	2	-2	-3	101
CC(O)CN=c1cc(-c2ccccc2)oc2ccc(Cl)cc12 (centres undefined)	2	-2	-1.8	.	8	-2.6	7	-4	10	105
Cc1ccc(C(=O)Nc2ccccc2N2CCCC2)cc1	-3	3	-2.4	-1	6	-2.4	-5	0	13	110
COc1ccc(S(=O)(=O)N2CCCC(C(=O)NCCC3=CCCCC3)C2)cc1 (centres undefined)	-5	-5	-1.4	-2	2	0.1	-8	0	7	.
S=c1nc[nH]c2c1sc1nc(N3CCOCC3)c3c(c12)CCCC3	2	4	-0.8	0	2	2.6	-9	-1	4	.
Nc1ccc(Oc2ccc([N+](=O)[O-])cc2[N+](=O)[O-])cc1	1	5	3.0	-1	11	-0.2	-5	4	-17	103
Cc1cccc(NC(=O)c2ccc(S(=O)(=O)N3CCCCC3)cc2)n1	4	-3	-1.2	-2	-5	1.0	-7	0	6	98
C=CC(=O)NC(NC(=O)C=C)c1ccc(Br)cc1	3	-1	-2.3	-1	12	0.1	-1	-4	11	101
CCc1[nH]nc(C(=O)N2CCCC(Nc3ccc(C(C)C)cc3)C2)c1C (centres undefined)	4	2	0.6	0	-33	-0.6	-7	3	-3	111
O=S(=O)(NCC1CC1)c1cc(Cl)cc(Cl)c1	1	2	-1.8	17	-9	-1.6	-8	0	8	102
Cc1cc(NC(=O)Nc2ccccc2)n(-c2ccccc2)n1	0	0	-0.8	.	4	0.9	-1	-5	4	99

2 compounds from above, limited to RTF Ca sens inh, C-LANA FP and Arrestin-AP2 inh.
SMILES,RTF Ca sens inh,C-LANA FP,Arrestin-AP2 inh
CCCn1c(SCC(=O)Nc2cccc(C(=O)OCC)c2)nnc1-c1ccoc1C,-19,0.0,3
Cc1ccc(S(=O)(=O)N2CCN(C(=O)CNC(=O)c3sc4ccccc4c3Cl)CC2)cc1,-2,-3.6,5

4 compounds out of the list above, sorted by their value in Keap1 Nrf2 FP, ascending:
SMILES	V-ATPase pHluor	MOR-DOR ag	Wnt bcat act	Arrestin-AP2 inh	C-LANA FP	Keap1 Nrf2 FP	MOR-DOR inv ag	DSG3 Ab inh
O=C(Nc1ccc(-n2cccn2)cc1)C1CCCCN1Cc1cccc2cccnc12 (centres undefined)	-1	-0.6	-1	20	-0.3	-4	3	95
COc1ccc(Nc2nc(-c3ccc(OC)cc3)cs2)cc1	-3	0.5	0	-17	1.0	-2	-3	101
S=c1nc[nH]c2c1sc1nc(N3CCOCC3)c3c(c12)CCCC3	2	-0.8	0	2	2.6	-1	4	.
Cc1cccc(NC(=O)c2ccc(S(=O)(=O)N3CCCCC3)cc2)n1	4	-1.2	-2	-5	1.0	0	6	98
